# Screening results: PubChem BioAssay, several laboratories
# T cell HTS: T cell immune modulators affecting CD8 T cell-vesicle binding; 2C CD8+ T cell-vesicle binding, flow cytometry; stronger effect = lower value; calls only at 7 µM; hit rate 0.068% among 330,000; AID 2052;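 active means response, share of CD8 T cells binding vesicles, and their 90th percentile fluorescence all below set limits, cut at about 80% in these data, passing the limit was not always enough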
#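 Also added: QL9-peptide-loaded Drosophila micro-vesicles bearing Ld, ICAM-1 and B7-1; Test system: purified 2C TCR transgenic mouse naive CD8+ T cells; Measured by: cytometric PE anti-B7-1 and Alexa647 anti-CD8 signals after 1% paraformaldehyde fixation; Timing: binding step 1.5 h, 37 °C, antibody labelling 20 min, ice.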
# b-catenin transl: alters nuclear translocation of beta-catenin in HeLa cells. immunofluorescence imaging. nuclear translocation activity, % at 5 µM. hit rate 0.3% among 190,000. AID 1665;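 active means nuclear translocation activity above 50% at 5 µM, with a well cell count of 50 or more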;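 further: per-cell ratio of nuclear to cytoplasmic median beta-catenin stain intensity; plate controls were DMSO negative control for no effect and GSK-3 inhibitor IX positive control for full effect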
#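 System: HeLa cells, endogenous beta-catenin; compound dosing: 5 µM primary single dose, 0.1% DMSO, 0.02–20 µM confirmation series; incubation: 24 h compound exposure at 37°C, 5% CO2; signal: beta-catenin immunofluorescence imaging with DAPI; evaluation: % activation, nuclear-to-cytoplasmic median beta-catenin signal ratio per cell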
# Lipid droplet: modulators of hepatic lipid droplet formation. inhibition, % at 6.5 µM. AML12 mouse hepatocytes, oleate lipid droplets, BODIPY imaging. hit rate 0.4% among 240,000;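 active means lipid droplet intensity inhibited by at least 50%, with more than 500 cells counted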
#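 Technique: fluorescence imaging, 20x objective, two fields per well / Assay system: AML12 hepatocytes (mouse) / Measure: % inhibition of lipid droplet signal / Doses: 6.5 µM single-point dosing / Incubation: overnight exposure / Reagent: 100 µM oleic acid challenge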
# human PMI inhibition: MPI enzyme activity inhibition – biochemical, fluorescence intensity, coupled assay, primary screen (AID 1209). purified PMI enzyme, coupled fluorescence intensity; higher % means a stronger effect. inhibition, % at 20 µM, or IC50 in µM where a hit was titrated. hit rate 0.42% among 190,000; in the data active means inhibition above about 50%;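 further: plate controls were DMSO vehicle for no effect and wells lacking substrate for full effect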
# Myeloid diff 2: promotes myeloid progenitor differentiation. ER-HoxA9 myeloid progenitors, lysozyme-GFP differentiation, flow cytometry. calls only at 10 µM. hit rate 1% among 360,000. AID 624256;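 active means normalized GFP-positive differentiation at or above the plate's own cutoff, the solvent-only control mean plus 3 SD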;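 further: cells exposed to compound for four days before flow analysis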
# TNAP activation fold: human TNAP enzyme activators, primary screen, biochemical, luminescent, no phosphate acceptor, uHTS (AID 1001). purified TNAP, luminescent activation assay, no phosphate acceptor; higher activation fold means a stronger effect. one-dose activation fold at 20 µM; EC50 in µM for titrated hits. hit rate 0.03% among 200,000; in the data active means activation fold from about 3, or a potency from the dose series; inactive means the rest, 99 in 100 with activation fold below about 1.6; further: many of its hits are not listed in these tables
# MT stabilize HCS: microtubule stabilization, imaging screen | HeLa tubulin immunostaining HCS, 24 h; share of cells brighter than vehicle mean+2SD | AID 2205 | hit rate 0.83% among 200,000 | % tubulin-high responders, % at 10 µM;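 active means plate Z-score above 3 for both tubulin-high and condensed-nucleus cell shares, with cell loss under 80%, at 10 µM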;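 further: anti alpha tubulin signal scored within the nucleus-defined area of each cell; some results filed as inactive read as strong as hits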
# Ins promoter up: MIN6 insulin promoter up-regulation; z-score at 5 µM; MIN6 insulin promoter-GFP reporter, high-content imaging; stronger effect = higher value; hit rate 0.3% among 190,000;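 active means z-score above 3 at 5 µM with at least 500 cells counted in the well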
# Dynein cargo inh: blocks dynein driven cargo transport along microtubules; 3617.4 mouse cells, GR-EGFP nuclear translocation imaging; test concentration mostly 20 µM; stimulated with dexamethasone, 1 µM; stronger effect = lower value; z-score, hits read low; hit rate 0.47% among 220,000;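 active means plate z-score of nuclear minus cytoplasmic receptor signal below a set negative limit, without overly bright fluorescence or cell loss, cut at about -3.5 in these data, passing the limit was not always enough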;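 further: z-score of nuclear minus cytoplasmic ring GR-EGFP intensity difference per well; some compounds called inactive have numbers as strong as hits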
#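 Buffer or medium – tet-free medium with charcoal-stripped serum · Signal – automated 10x imaging of fixed Hoechst-stained cells · Also added – dexamethasone agonist, 1.0 µM final, for 30 min · Incubation – induction 48 h, compound 1 h, agonist 30 min · Read-out – GR-EGFP nuclear translocation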
# Dynein cargo inh cytoplasmic EGFP: second read-out of Dynein cargo inh, no call of its own (marks repeat the call); z-score; measured here: cytoplasmic GR-EGFP intensity; stronger effect = higher value
# Dynein cargo inh nuclear GR-EGFP: also measured in Dynein cargo inh; calls as there; z-score; measured here: nuclear GR-EGFP intensity;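 lower value marks the stronger effect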
# Dynein cargo inh cell count: recorded beside Dynein cargo inh, whose call it bears; z-score; measured here: cell count per field
# Ins promoter up cell count: also measured in Ins promoter up; calls as there; cell count; measured here: cytotoxicity, nuclei count;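 total cells summed across four imaged fields per well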
# Lipid droplet cells 6.5 µM: second read-out of Lipid droplet, no call of its own (marks repeat the call); cell count; measured here: cell count, cytotoxicity flag;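 cells counted across two imaged fields per well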
# b-catenin transl cell count 5 µM: further read-out of b-catenin transl, marked with its call; cell count; measured here: cell count, cytotoxicity flag
# T cell HTS vesicle-bound %: recorded beside T cell HTS, whose call it bears; double positive events, %; measured here: CD8+ vesicle-bound cell fraction;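 binding gate set so that unloaded-vesicle control wells show 10% double positive cells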
# MT stabilize HCS Hoechst-high %: also measured in MT stabilize HCS; calls as there; % Hoechst-high responders; measured here: nuclear condensation Hoechst responders;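 share of cells brighter than vehicle mean plus two SD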
# MT stabilize HCS cytotoxicity %: recorded beside MT stabilize HCS, whose call it bears; toxicity, %; measured here: cytotoxicity by cell density;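 0% = mean cell density of plate MIN control wells and 100% = no cells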
# Myeloid diff 2 GFP+ MAC1+ %: second read-out of Myeloid diff 2, no call of its own (marks repeat the call); GFP+ MAC1+ double positive, %; measured here: differentiation confirmed by MAC1 staining
# An asterisk follows results filed as active; i = inactive; · = not tested or not shown.
# The opening 2 entries (preview)
SMILES,T cell HTS,T cell HTS vesicle-bound %,b-catenin transl,b-catenin transl cell count 5 µM,Lipid droplet,Lipid droplet cells 6.5 µM,human PMI inhibition,Myeloid diff 2,Myeloid diff 2 GFP+ MAC1+ %,TNAP activation fold,MT stabilize HCS,MT stabilize HCS Hoechst-high %,MT stabilize HCS cytotoxicity %,Ins promoter up,Ins promoter up cell count,Dynein cargo inh,Dynein cargo inh cytoplasmic EGFP,Dynein cargo inh nuclear GR-EGFP,Dynein cargo inh cell count
Cc1ccsc1/C=C(\C#N)C(=O)Nc1c(C)n(C)n(-c2ccccc2)c1=O,i,27,-2.3,1078,16,660,13%,i,0.2,1.1,2.3,1.9,5.3,0.62,1429,-0.35,-0.23,-0.048,0.053
N/C(=N\OC(=O)COc1ccccc1)c1ccccn1,i,58,1.8,1035,-21,690,2%,i,0.3,1.2,3.3,1.8,11,·,·,-0.29,-0.23,-0.0034,0.47

# The whole of this part, from the start:
SMILES,T cell HTS,T cell HTS vesicle-bound %,b-catenin transl,b-catenin transl cell count 5 µM,Lipid droplet,Lipid droplet cells 6.5 µM,human PMI inhibition,Myeloid diff 2,Myeloid diff 2 GFP+ MAC1+ %,TNAP activation fold,MT stabilize HCS,MT stabilize HCS Hoechst-high %,MT stabilize HCS cytotoxicity %,Ins promoter up,Ins promoter up cell count,Dynein cargo inh,Dynein cargo inh cytoplasmic EGFP,Dynein cargo inh nuclear GR-EGFP,Dynein cargo inh cell count
Cc1ccsc1/C=C(\C#N)C(=O)Nc1c(C)n(C)n(-c2ccccc2)c1=O,i,27,-2.3,1078,16,660,13%,i,0.2,1.1,2.3,1.9,5.3,0.62,1429,-0.35,-0.23,-0.048,0.053
N/C(=N\OC(=O)COc1ccccc1)c1ccccn1,i,58,1.8,1035,-21,690,2%,i,0.3,1.2,3.3,1.8,11,·,·,-0.29,-0.23,-0.0034,0.47
Cc1cc2c(c(=O)n1CCN(C)C)C(c1ccc(Cl)cc1)C(C#N)=C(N)O2 (stereo not drawn),i,17,1.4,1128,-6,783,10%,i,1.0,1.1,4.1,1.8,5.6,-0.25,1280,-0.0085,-0.23,0.17,-0.54
Clc1ccc(CNc2cnccn2)cc1,i,53,-0.8,1180,2,663,-4%,i,0.2,1.1,2.2,3.4,2.6,-0.12,1233,-0.27,-0.19,-0.19,0.8
O=C(NCc1ccccn1)NC1CCCCC1,i,6,-4.0,554,-18,613,-6%,i,0.5,1.1,3.8,1.6,2.6,-0.62,1399,0.42,-0.31,0.041,-0.019
COc1ccccc1NCCC(=O)OCC(=O)NCc1ccco1,i,20,-0.5,899,·,·,10%,i,1.0,1,1.5,0.6,5.1,0.45,1211,-0.43,-0.11,-0.035,0.18
CN1/C(=C\C(=O)c2cccs2)C(C)(C)c2ccccc21,i,44,-1.1,1044,-2,701,16%,i,0.1,1.1,4.8,3.0,7.0,-0.21,1256,0.11,-0.29,-0.2,0.15
CCOc1ccccc1NC(=O)CSc1c(C)n[nH]c1C,i,47,0.9,1070,-5,704,11%,i,1.1,1.1,2.8,1.3,2.7,-0.29,1250,0.052,-0.22,-0.22,-0.31
Cc1nc2c(c(C)c1C#N)C(=O)c1ccccc1-2,i,29,-2.0,887,4,644,5%,i,0.6,1.1,3.7,2.5,8.4,0.29,1374,-0.43,-0.3,-0.35,0.61
CCCCn1c(SCc2ccccn2)nc2c1c(=O)n(C)c(=O)n2C,i,1,-3.2,1135,-35,648,-10%,i,1.4,1,3.8,2.2,6.3,-1.1,882,2.2,-0.16,0.94,-0.82
Cc1ccccc1NC(=S)N(CCCN1CCC(C)CC1)Cc1ccco1,i,9,-0.7,1093,-7,718,1%,i,0.7,1.2,3.6,2.5,8.6,·,·,0.49,0.05,0.38,0.08
Cc1c(NC(=O)c2ccc(N3CCCC3)c([N+](=O)[O-])c2)cccc1-c1nc2ccccc2s1,i,14,1.4,1038,28,646,18%,i,9.2,1,2.9,1.9,8.4,-0.2,1738,0.47,-0.22,0.1,-0.15
COc1ccc(-c2ccnc(-c3ccc(OCCCF)cc3)n2)cc1,i,50,8.2,913,1,643,19%,i,0.9,1,13,8.9,17,0.74,1637,-0.44,-0.096,-0.71,0.62
CCCCNC(=O)Oc1cccc(N2CCCC2=O)c1,i,46,-0.7,1052,-13,517,3%,i,0.9,1,4.3,1.5,1.0,0.03,1931,-0.47,-0.23,-0.17,0.57
C=C(C)CNC(=S)Nc1cccc2cnccc12,i,52,-3.4,1048,-17,593,14%,i,0.9,1.1,2.0,3.8,11,1.4,1347,0.32,-0.19,0.34,-0.41
CCCCSc1nc(C)cc(NC(=S)Nc2ccc(OC)cc2)n1,i,17,·,·,·,·,-12%,i,0.2,1,1.5,1.8,6.8,·,·,-0.91,-0.023,-0.86,0.064
COc1ccc(C2C(C(=O)c3ccc(C)o3)=C(O)C(=O)N2c2cc(C)on2)cc1OC (stereo not drawn),i,55,-0.5,948,·,·,-12%,i,0.6,1,3.0,1.7,11,0.1,1487,-0.29,-0.21,0.072,0.68
Cc1cc(C)n(-c2ccc(C(=O)Nc3cccc([N+](=O)[O-])c3)cc2)n1,i,33,-0.1,1094,3,653,10%,i,0.4,1.1,2.9,2.3,13,-0.83,1147,-0.19,-0.29,-0.22,0.06
C/C(=C\c1ccccc1)CN1CCC(C(=O)N2CCCCC2)CC1,i,56,-3.8,590,6,617,4%,i,0.3,1.1,1.9,2.7,5.6,-0.08,1301,0.39,-0.24,0.26,0.08
CN(CC(=O)Nc1ccccc1C(F)(F)F)C(=O)COc1ncnc2ccccc12,i,26,2.4,1059,-7,629,1%,i,0.6,1.1,4.1,3.0,9.2,-1.1,1074,1.7,0.04,0.8,-0.32
NS(=O)(=O)c1ccc(NC(=O)COC(=O)c2c3c(nc4ccccc24)/C(=C\c2ccc4c(c2)OCO4)CCC3)cc1,i,22,-0.1,950,21,616,11%,i,0.6,1.1,3.3,2.1,0.4,-0.32,1066,0.58,0.16,0.53,-1.3
Cc1ccc(C(=O)NCCc2ccc(S(=O)(=O)N3CCCC3)cc2)cc1,i,49,-0.4,965,-7,756,7%,i,0.3,1.1,2.9,1.2,4.4,·,·,0.33,0.13,0.42,0.07
C=CCN=C1SCC(=O)N1S(=O)(=O)c1ccc(C)cc1,i,9,·,·,-7,606,9%,i,0.9,1.1,5.8,2.3,6.1,0.76,1201,-0.35,0.094,-0.31,1.3
O=C(CCCCCCCC(=O)NCC1CCCO1)NCC1CCCO1 (stereo not drawn),i,55,·,·,-6,695,-17%,i,1.3,1.1,2.0,2.7,5.1,·,·,0.25,-0.22,0.15,0.8
CCCOc1cccc(C(=O)Nc2cc(NC(=O)c3ccco3)ccc2OC)c1,i,12,0.1,1112,-30,562,16%,i,1.3,1.1,3.3,1.9,6.8,0.11,1273,0.75,-0.24,0.87,-0.79
SMILES,T cell HTS,T cell HTS vesicle-bound %,b-catenin transl,b-catenin transl cell count 5 µM,Lipid droplet,Lipid droplet cells 6.5 µM,human PMI inhibition,Myeloid diff 2,Myeloid diff 2 GFP+ MAC1+ %,TNAP activation fold,MT stabilize HCS,MT stabilize HCS Hoechst-high %,MT stabilize HCS cytotoxicity %,Ins promoter up,Ins promoter up cell count,Dynein cargo inh,Dynein cargo inh cytoplasmic EGFP,Dynein cargo inh nuclear GR-EGFP,Dynein cargo inh cell count
COc1cc(C)ccc1OCCOCCN(C)Cc1ccccc1,i,26,-3.6,575,-4,676,-6%,i,0.9,1.1,1.5,3.3,9.6,-0.1,1370,0.92,-0.21,0.2,-0.56
COc1ccc(-c2noc(-c3cccc(Cl)c3)n2)cc1OC,i,39,-3.5,603,-4,689,-4%,i,0.5,1.1,2.9,1.8,5.2,-0.55,1295,-0.54,0.023,0.67,-0.1
COc1ccnc(Oc2ccc(F)cc2)c1C(=O)N/C=N/OCc1ccc(Cl)cc1Cl,i,20,-4.7,1101,0,636,24%,i,6.0,1,1.0,2.7,12,-0.14,1862,0.44,-0.23,-0.36,0.5
OC(C#CCN1CCOCC1)c1cccs1 (stereo not drawn),i,31,-2.7,1167,·,·,-4%,i,2.5,0.9,2.6,3.2,5.8,1.2,1101,-1.1,-0.17,-0.39,0.35
CC(C)(C)C(=O)NC(=S)Nc1cc(C(F)(F)F)ccc1N1CCOCC1,i,16,·,·,·,·,21%,i,0.5,1.1,2.5,1.9,6.0,-1.4,1038,1,-0.19,0.91,-1
COc1cc(C(=O)Nc2cc(-c3ccccc3)[nH]n2)cc(OC)c1OC,i,44,2.2,1074,·,·,-5%,i,3.5,0.4,·,·,·,-0.01,1316,·,·,·,·
CCCn1c(SCC(=O)c2cc(C)n(-c3ccc4c(c3)OCO4)c2C)n[nH]c1=O,i,44,-0.2,1082,-3,660,14%,i,0.9,1.1,3.0,2.7,4.1,-1.3,1198,-0.38,-0.22,-0.36,-0.14
CCC(C)NC(=O)COc1ccc(OCc2ccccc2)cc1 (stereo not drawn),i,37,-2.8,1093,24,701,0%,i,0.2,1.2,2.1,2.3,2.8,-0.29,1383,-0.95,-0.17,-0.37,0.31
